TWEAK-Fn14 inh = inhibitors of TWEAK-Fn14 interaction signaling. TWEAK-stimulated Fn14 reporter cells, luciferase luminescence, 8 h. inhibition, % at 10 µM. hit rate 2% among 360,000. AID 1159606; in the data active = inhibition above about 50%
NR5A2 inv ag = suppresses constitutive activity of human LRH-1; HEK293T StAR-luciferase reporter, LRH-1 transfected, 24 h; inhibition, % at 3.6 µM; O00482; hit rate 0.13% among 360,000;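 active = inhibition above the mean inhibition of all tested compounds plus 3 SD, cut at about 73% in these data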;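 also: 0% = DMSO wells and 100% = reporter-only cells lacking LRH-1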
Target sequence (O00482 whole entry, looked up): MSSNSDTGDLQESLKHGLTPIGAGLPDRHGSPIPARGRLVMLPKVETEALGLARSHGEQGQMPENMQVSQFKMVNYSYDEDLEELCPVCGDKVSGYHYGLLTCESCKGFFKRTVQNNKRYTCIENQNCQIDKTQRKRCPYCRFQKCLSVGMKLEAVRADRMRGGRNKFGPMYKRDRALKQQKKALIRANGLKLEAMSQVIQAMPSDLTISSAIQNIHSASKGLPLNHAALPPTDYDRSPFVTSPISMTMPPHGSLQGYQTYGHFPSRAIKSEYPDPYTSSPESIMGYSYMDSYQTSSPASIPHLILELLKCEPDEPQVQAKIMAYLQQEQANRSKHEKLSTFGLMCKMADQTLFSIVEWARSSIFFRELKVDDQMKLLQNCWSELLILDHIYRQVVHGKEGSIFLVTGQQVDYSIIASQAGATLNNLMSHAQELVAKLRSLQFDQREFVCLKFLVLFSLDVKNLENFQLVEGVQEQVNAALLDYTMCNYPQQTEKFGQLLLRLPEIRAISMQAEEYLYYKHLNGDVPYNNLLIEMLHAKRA
TROY NFkB inh = blocks TROY-dependent signaling in reporter cells; Q293 LMP1-TROYcd NF-kB luciferase reporter, 4 h; inhibition, % at 10 µM; hit rate 0.98% among 360,000; AID 1347056;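 active = compounds whose plate-normalised and pattern-corrected inhibition of the luciferase reporter signal at the single screening dose is 50% or more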
SRC2 inh = human SRC2 (NCOA2) inhibition; Q15596; HEK293 GAL4-SRC2 luciferase reporter, luminescence; inhibition, % at 9 µM; hit rate 0.17% among 370,000; AID 651957;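 active = inhibition above the mean inhibition of all tested compounds plus 3 SD, set per campaign, cut at about 52% in these data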;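 also: 0% = DMSO treated cells and 100% = cells given Gossypol at 36 µM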
NCOA3 inh = human NCOA3 inhibition; HEK293 GAL4-SRC3 luciferase reporter, luminescence; inhibition, % at 3.6 µM; hit rate 0.17% among 360,000;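 active = inhibition above a per-campaign cutoff, the mean of all compounds plus 3 SD, cut at about 60% in these data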;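 also: 0% = DMSO-treated cells and 100% = gossypol-treated cells at 36 µM; higher means less SRC3-driven luciferase light from the GAL4 reporter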
SRC1 inh = inhibits human SRC1 coactivator. Q15788. HEK293 GAL4-SRC1 luciferase reporter, luminescence. inhibition, % at 3.6 µM. hit rate 0.12% among 360,000. AID 588354;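 active = inhibition above the campaign mean plus 3 SD, with each screening campaign given its own cutoff, cut at about 60% in these data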;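 also: 0% = DMSO treated cells and 100% = gossypol at 36 µM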
C8 TRAIL sens = caspase-8 TRAIL sensitization | NB7+C8 cells + TRAIL, ATPlite viability luminescence | inhibition (viability loss, TRAIL sensitization), % at 10 µM | hit rate 1% among 360,000 | AID 624354;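 active = compounds causing at least 50% loss of cell viability in the single-dose screen, relative to plate controls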
CF NFkB inh = blocks PAF-induced NF-kB reporter in cystic fibrosis cells; KKLEB NF-kB-GFP reporter, GFP fluorescence overnight; inhibition, % at 5 µM; hit rate 0.86% among 360,000; AID 588850;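 active = at least 50% inhibition at 5 µM, scaled per plate between neutral and stimulator controls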;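 also: PAF is a Pseudomonas aeruginosa culture filtrate used as stimulus; plate controls were PAF-stimulated DMSO wells for no effect and unstimulated DMSO wells for full effect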
LMP1 NFkB inh = reduces LMP1-driven NF-kappaB luciferase signal; LMP1-induced NF-kappaB luciferase reporter cells, luminescence; AID 504558; inhibition, % at 12.5 µM; hit rate 0.69% among 350,000; in the data active = inhibition above about 41%;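 also: 0% = neutral control wells and 100% = reference inhibitor control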
KKLEB tox = counter-screen for CF NF-kB inhibitors: cytotoxicity. activity change (cytotoxicity), % at 5 µM. hit rate 0.36% among 360,000. KKLEB CF airway cells viability, ATPlite luminescence, overnight; active compounds read low; cells stimulated with P. aeruginosa culture filtrate;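 active = corrected activity change at or below -50% at 5 µM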
COUP-TFII inh = NR2F2 (human) inhibition, primary screen; hit rate 0.7% among 370,000; AID 686940; P24468; HEK293T NGFI-A luciferase reporter, luminescence; inhibition, % at 8.6 µM;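 active = inhibition above a per-plate cutoff, mean inhibition of test wells between control levels plus 3 SD, cut at about 38% in these data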;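 also: cells cotransfected with COUP-TFII expression vector driving the NGFI-A reporter; 0% = median of COUP-TF2 test wells and 100% = reporter-only cells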
Target sequence (P24468 whole entry, looked up): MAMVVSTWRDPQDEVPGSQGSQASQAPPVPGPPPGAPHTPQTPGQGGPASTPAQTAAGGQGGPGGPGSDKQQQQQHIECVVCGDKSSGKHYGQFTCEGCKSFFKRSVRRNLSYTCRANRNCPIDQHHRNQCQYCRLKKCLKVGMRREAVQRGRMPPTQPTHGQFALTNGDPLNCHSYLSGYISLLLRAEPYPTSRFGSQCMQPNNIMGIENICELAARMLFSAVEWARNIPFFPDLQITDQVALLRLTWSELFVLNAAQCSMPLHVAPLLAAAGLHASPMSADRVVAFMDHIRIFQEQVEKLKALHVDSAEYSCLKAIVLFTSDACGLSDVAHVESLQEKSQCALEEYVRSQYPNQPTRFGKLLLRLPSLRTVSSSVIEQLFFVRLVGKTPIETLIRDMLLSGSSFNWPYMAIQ
Active calls of the source: *; · = not tested or not shown. Compounds as they come; about 4.2% have a hit in one of these screens.

SMILES	TWEAK-Fn14 inh	NR5A2 inv ag	TROY NFkB inh	SRC2 inh	NCOA3 inh	SRC1 inh	C8 TRAIL sens	CF NFkB inh	LMP1 NFkB inh	KKLEB tox	COUP-TFII inh
O=C(Nc1cccc([N+](=O)[O-])c1)c1ccc(CSc2ccccc2)cc1	-8	0	-7	-12	0	-16	15	-15	-10	-5	-3
CN(C)CCC(=O)C(Cc1ccccc1)c1ccccc1 (stereo not drawn)	13	-7	15	6	4	17	-9	20	-2	-5	-1
CCOC(=O)C1CCCN(C(=O)c2cccc(Cl)c2)CC1 (stereo not drawn)	8	1	-4	-32	0	-3	13	-24	·	-5	-5
CCOc1ccccc1N1CCN(C(=O)NCc2ccc(Cl)cc2)CC1	17	3	7	1	-1	-53	-11	25	-6	-8	0
NC(=O)c1ccsc1NC(=O)CS(=O)(=O)c1ccc(F)cc1	3	-16	-3	15	-48	-14	-18	10	-7	-7	-3
C[C@@H]1CN([C@@H](C)CO)C(=O)c2cc(Br)cnc2O[C@@H]1CN(C)Cc1cncnc1	-3	5	-9	-5	10	9	-5	0	2	-16	-10
CC(=O)NC12CC3CC(C1)CC(C(=O)N(C)CC(=O)Nc1cccc(F)c1)(C3)C2	8	8	11	2	6	-14	-26	6	0	-9	11
Cc1cccc(N2CCN(CCNC(=O)c3cc4c(s3)CS(=O)(=O)C4)CC2)c1C	-28	6	7	9	-5	16	10	-8	8	4	13
CC(=O)c1ccc(NS(=O)(=O)c2ccc(C(C)(C)C)cc2)cc1	-4	-2	-1	-14	18	-11	-1	2	5	-1	14
N/C(Cc1ccc([N+](=O)[O-])cc1)=N\OC(=O)c1ccc2ccccc2c1	-3	9	59*	-25	-7	-14	25	16	-18	-8	1
C=C1[C@@H](OC(C)=O)C=C[C@@]2(C)C=CC(=O)[C@@](C)(OC(C)=O)[C@@H]2[C@@H](OC(C)=O)[C@]2(O)[C@@H](C)C(=O)O[C@H]2[C@H]1Cl	-12	7	1	18	-5	-33	6	4	·	4	-7
c1cc(-c2ccsc2)n2ccnc2c1	-8	-5	-10	1	-4	6	0	18	·	4	6
CCOC(=O)C(C)n1cnc2c(cnn2-c2ccc(Cl)cc2)c1=O (stereo not drawn)	29	-13	-21	0	-34	-49	2	0	-17	-6	-3
CCc1ccc(NC(=O)N(C2CCCCC2)C(C)c2cccnc2)cc1 (stereo not drawn)	-44	-47	-41	-16	-26	-37	9	8	-1	18	-31
Cc1ccccc1C(=O)N1CCC(C(=O)Oc2ccc(C#N)cc2)CC1	4	5	16	0	2	14	7	5	-6	-13	-15
CCOc1ccc(NC(=O)CCC(=O)Nc2nnc(CC)s2)cc1	-16	-2	7	-8	1	-4	22	3	1	0	3
COC(=O)c1sc(C(C)(C)C)cc1CS(=O)(=O)c1ccc(Cl)cc1	3	-18	-9	13	21	14	6	-3	10	-9	17
Cn1c(N)c(C(=O)COC(=O)Cc2cccc(C(F)(F)F)c2)c(=O)n(C)c1=O	7	18	2	-16	10	-19	1	14	-3	-5	-1
COc1cc(SC)ccc1C(=O)NCCOc1ccc(C)c(C)c1	-25	-15	-7	-6	-26	-7	-10	-2	-6	-8	5
CCOc1cccc(C(=O)N/N=C/c2ccoc2)c1	4	-47	-12	-49	-27	-45	-5	-21	-5	17	-14
Cc1ccc(C(=O)NN2CCOCC2)cc1	-7	-4	0	-26	14	-9	3	-23	4	-2	16
O=C(CSc1nnc(CNC(=O)c2ccc(F)cc2)o1)NCCc1ccccc1	-7	-1	12	-20	14	-36	10	2	0	-1	-19
CCCNC(=O)NCc1ccc(N2CCCC2=O)cc1	2	11	-9	-44	-14	2	-2	-4	-4	-7	2
CCOC(=O)Cn1c(S(=O)(=O)Cc2ccc(Cl)cc2)nc(-c2ccccc2)c1-c1ccccc1	-35	-18	-6	-20	8	-20	23	9	-17	9	-1
O=C(c1cccnc1)N1CCN(S(=O)(=O)c2ccc3ccccc3c2)CC1	-11	6	-3	5	20	-3	-4	-5	4	1	4

The results go on:
SMILES	TWEAK-Fn14 inh	NR5A2 inv ag	TROY NFkB inh	SRC2 inh	NCOA3 inh	SRC1 inh	C8 TRAIL sens	CF NFkB inh	LMP1 NFkB inh	KKLEB tox	COUP-TFII inh
CCNC(=O)/C(C#N)=C/c1c(N2CCOCC2)nc2ccccn2c1=O	6	-9	13	2	15	-43	-7	4	-1	4	-8
CC[C@]12c3[nH]c4cc(-c5ccco5)ccc4c3CCN1C(=O)[C@@H](CC(=O)NCC13CC4CC(CC(C4)C1)C3)C[C@@H]2C(=O)N1CCN(C(=O)C2CC2)CC1	7	2	1	14	-6	-3	22	24	1	-8	15
CCn1cc(CN2CCC(n3nccc3NC(=O)c3ccccc3C)CC2)cn1	-5	-1	-1	-34	6	-9	-9	-33	1	11	-22
COc1ccc(/C=N/OC(=O)c2ccc(Cl)cc2)c(Cl)c1OC	-9	3	-2	-14	5	1	-3	6	·	-3	-11
COc1ccccc1C1CC(=O)Nc2c1c(=O)n(C)c(=O)n2C (stereo not drawn)	4	0	-15	13	8	3	12	-17	-1	10	-9
CCCCn1c(N)c(N(CC)C(=O)c2ccc(C)cc2)c(=O)[nH]c1=O	11	26	-1	-18	-1	-19	-26	12	-14	5	13
CCn1ccc(C(=O)Nc2cccc(Cl)c2)n1	-23	-137	-75	-27	-87	-78	13	0	-22	-24	-30
CN(CC(=O)Nc1ccc(S(=O)(=O)N2CCCC2)cc1)CC(=O)Nc1ccc(F)c(F)c1F	26	15	5	-17	3	6	2	-2	5	10	-2
O=C(c1ccc(Cl)cc1Cl)N1CCC(C(=O)N2CCOCC2)CC1	4	-11	-8	1	-22	18	-9	-6	1	7	-11
COc1cccc(OCc2nnc(SCC(=O)NNC(=O)C3CCCCC3)n2C)c1	4	0	3	-8	3	-26	1	18	3	-17	13
CCc1cc2c(=O)c(-c3nc(C)cs3)coc2cc1O	-19	2	-63	-34	-110	-65	11	-3	7	8	-30
COc1cc(C(c2c(C)[nH][nH]c2=O)c2c(C)[nH][nH]c2=O)ccc1OS(=O)(=O)c1ccccc1	11	5	18	-11	-11	12	-13	10	5	-8	25
O=S1(=O)N[C@H](Cc2ccccc2)COc2cccc(N3CCC[C@@H]3CO)c21	20	12	-6	14	·	·	-12	·	·	·	3
COc1ccccc1N1CCN(/N=C\c2cccnc2)CC1	-1	-3	-8	14	-13	-25	-8	3	1	-18	6
CCOC(=O)CC(NC(=O)Cc1ccc(F)cc1)c1ccccc1Cl (stereo not drawn)	9	22	15	15	5	-1	0	5	5	-5	2
CCOC(=O)[C@]12CCC=C1N(Cc1ccc3c(c1)OCO3)C(=O)[C@H](CC(=O)NCC1CCCCC1)C2	-16	-17	-16	13	·	·	-12	·	·	·	3
C[C@@H]1CN([C@H](C)CO)C(=O)CCCn2nncc2CO[C@@H]1CN(C)C(=O)CCC(F)(F)F	17	6	-18	4	13	8	-30	17	-9	-3	3
O=S(=O)(c1ccc(N2CCN(S(=O)(=O)c3ccccc3)CC2)nc1)N1CCCC1	10	15	-15	-27	13	11	-2	23	1	12	9
CCS(=O)(=O)c1ccc2oc(SCC(=O)NCc3ccccc3)nc2c1	-3	12	4	-35	18	-1	2	0	4	-6	-3
Cc1[nH]c2ccccc2c1C(=O)CN1C(=O)NC2(CCCCCC2)C1=O	8	11	5	-21	10	1	-1	-21	-13	2	-24
O=C(O)CN1C(=O)/C(=C\c2ccc(OC(=O)c3ccco3)cc2)SC1=S	-9	-6	-1	-25	8	0	-3	4	-3	0	8
Cc1ccc2c(CN3CCN(S(=O)(=O)/C=C/c4ccccc4)CC3)cc(=O)oc2c1	-23	6	11	17	7	-16	0	3	5	9	11
COc1ccc(NC(=O)N(C)C[C@H]2Oc3ccc(NC(=O)C4CC4)cc3C(=O)N([C@H](C)CO)C[C@@H]2C)cc1	7	4	-20	-26	21	9	-9	-18	-10	2	8
Cc1nc(N2CCCCC2C)c2c(C)c(C(=O)Nc3cccc(C(F)(F)F)c3)sc2n1 (stereo not drawn)	4	-13	23	-5	17	6	4	18	11	-28	10
COc1ccc(C(=O)c2ccc(OC)c(OC)c2)cc1OC	5	8	-2	-5	8	-6	-3	5	7	6	-2

Next part
SMILES	TWEAK-Fn14 inh	NR5A2 inv ag	TROY NFkB inh	SRC2 inh	NCOA3 inh	SRC1 inh	C8 TRAIL sens	CF NFkB inh	LMP1 NFkB inh	KKLEB tox	COUP-TFII inh
Nc1c(Cl)cnc(C(Cl)(Cl)Cl)c1Cl	7	9	-22	-16	6	0	-1	1	-4	-2	-14
Cc1ccccc1NC(=O)C(=O)c1cn(C)c2ccccc12	-23	4	-55	-16	-15	-11	16	-13	-14	13	6
CCCc1nc(NCc2ccccn2)c2nnn(Cc3ccccc3F)c2n1	40	5	20	3	25	-15	-1	11	3	-28	-11
Cn1c(=O)c2c(SCC(N)=O)nc(CC(C)(C)C)nc2n(C)c1=O	16	12	0	5	-11	3	14	15	-13	1	12
Cc1ccccc1Cn1c(=O)[nH]c2ccccc21	-1	-4	7	-13	0	1	-2	25	-9	-3	9
CC(CN1CCCCC1)OC(=O)c1cccc(F)c1 (stereo not drawn)	-19	5	-28	-1	0	-20	-4	11	2	-6	-20
CN(C(=O)CN1C(=O)/C(=C/c2ccc(Cl)cc2)SC1=S)C1CCS(=O)(=O)C1 (stereo not drawn)	-17	-11	-3	1	25	2	10	-6	7	25	-4
Cc1ccc(Cc2c(-c3cccc(Cl)c3)nc3c(C)cc(Br)cn23)cc1	44	2	33	-18	-24	-16	10	36	·	-22	-1
CNC(=S)/N=C(\Nc1ccc(C)cc1)c1ccccc1	9	-7	-18	5	1	-2	-15	0	·	-2	4
COCCS(=O)(=O)N(Cc1ccc(Br)cc1)[C@@H](C)C(=O)OC	-7	-11	-1	4	1	2	1	6	1	-2	9
COc1ccc(C[C@H]2CN3C(=NC[C@@H]3Cc3ccc(O)cc3)N2C[C@H](C)NC(=O)CCC2CCCCC2)cc1	-16	3	8	22	-9	-11	4	9	-1	-11	5
COc1ccc(S(=O)(=O)N2CCCC(C(=O)NCc3cccnc3)C2)cc1OC (stereo not drawn)	-1	-1	-21	8	-15	7	-15	-1	5	14	5
Cc1cc(C)cc(N2C(=O)CC(Sc3ncn[nH]3)C2=O)c1 (stereo not drawn)	19	-12	9	2	2	3	-3	12	-1	-4	29
Cc1ccc(-c2nc(CN(C)C3CCOC3)c(C)o2)s1 (stereo not drawn)	-5	3	3	10	-28	-12	-3	-26	6	-4	5
COc1ccc(CCC(C)NC(=O)CCc2ccccc2)c(OC)c1 (stereo not drawn)	5	4	-3	-17	-6	-1	5	3	8	0	-6
CN=C1c2cc3cc(OC)ccc3n2CCN1C	2	-4	10	-2	4	12	-2	-2	-1	-1	6
COc1ccc(/C(N)=N/OC(=O)CN(C)S(=O)(=O)c2ccc(C)cc2)cc1	68*	2	17	-12	18	3	-8	-2	-12	1	4
Cc1nc(-c2ccncc2)nc(NCCNc2ccc(C(F)(F)F)cn2)c1Cl	6	-6	1	-1	29	13	13	1	-28	-4	8
CCOc1ccccc1OCC(=O)OCC(=O)c1c(N)n(CC(C)C)c(=O)n(C)c1=O	10	-19	4	-5	4	-4	9	-9	9	2	3

Compound activity: PubChem, several laboratories
